Compound activity deposited in PubChem by National Center for Advancing Translational Sciences (NCATS).
SNCA expr inh – reduces expression of the alpha-synuclein gene; Potency, µM (doses to about 57.2 µM), for inactives: at the top dose activity change, negative = inhibition, most hits filed as inhibitors; HEK-293 SNCA-luciferase knock-in, luminescence, 24 h; 0.17% of 140,000 active;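 also: potency is read from the fitted curve at half-maximal effect; plate controls were DMSO cells for no effect and cell-free wells for full effect; nearly all actives have a fitted effect of over 45% in size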
GPT2 inhibitor – inhibitors of human GPT2 alanine aminotransferase; Q8TD30; Recombinant GPT2, coupled pyruvate oxidase/HRP Amplex Red fluorescence; 0.25% of 100,000 active; Potency, µM (top dose mostly 57.7 µM), for inactives: at the highest dose activity change, negative = inhibition, hits mostly inhibitors; also: potency is read from the fitted curve at half-maximal effect; nearly all actives have a fitted effect of over 60% in size; many of its hits are not listed in these tables
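Inhibition is scored from Amplex Red fluorescence generated when pyruvate oxidase and HRP act on pyruvate released by GPT2. Reactions contain 10ng/uL enzyme, 250uM a-KG and 2mM L-alanine and run 30 min at room temperature.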
Luciferase inh – Photinus pyralis luciferase inhibition. P08659. purified P. pyralis luciferase, luminescence, biochemical. Potency, µM (doses to about 115 µM), inactives show top-dose activity change, negative = inhibition, usual class: inhibitors. 2.5% of 76,000 active. AID 1347043; also: potency is read from the fitted curve at half-maximal effect; nearly all actives have a fitted effect of over 65% in size
Target sequence (P08659 whole entry, looked up): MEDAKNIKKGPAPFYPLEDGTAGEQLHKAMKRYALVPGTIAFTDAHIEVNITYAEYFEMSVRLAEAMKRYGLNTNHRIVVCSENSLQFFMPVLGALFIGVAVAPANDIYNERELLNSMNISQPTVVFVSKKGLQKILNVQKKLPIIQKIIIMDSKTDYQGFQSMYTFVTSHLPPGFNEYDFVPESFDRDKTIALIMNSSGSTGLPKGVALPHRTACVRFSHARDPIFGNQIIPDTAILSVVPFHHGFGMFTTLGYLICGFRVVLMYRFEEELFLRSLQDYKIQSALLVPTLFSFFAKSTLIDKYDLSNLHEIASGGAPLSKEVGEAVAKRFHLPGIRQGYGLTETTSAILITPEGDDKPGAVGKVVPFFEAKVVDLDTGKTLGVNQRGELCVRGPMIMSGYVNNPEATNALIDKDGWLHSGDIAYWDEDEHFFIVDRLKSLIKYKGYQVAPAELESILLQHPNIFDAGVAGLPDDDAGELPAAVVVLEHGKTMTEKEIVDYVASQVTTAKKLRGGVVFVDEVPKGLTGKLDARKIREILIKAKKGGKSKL
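Biochemical qHTS: compound (6-point titration) added to 10uM D-luciferin plus 10uM ATP in Tris acetate pH 7.5 buffer with Mg, Tween-20 and BSA, then purified enzyme at 10nM; light output imaged.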
3T3 cytotox – cytotoxic compounds in NIH 3T3 cells | NIH 3T3 viability, CellTiter-Glo ATP luminescence, 48-72 h | 4.3% of 94,000 active | Potency, µM (top dose mostly 96.7 µM), inactives show at the highest dose activity change, negative = cytotoxicity, usual class: inhibitors | AID 1345082; also: potency is read from the fitted curve at half-maximal effect; nearly all actives have a fitted effect of over 55% in size
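NIH 3T3 cells at 400 cells/well received 23 nL of compound by pintool and were incubated 48 or 72 h at 37 °C. Viability was read as ATP-coupled CellTiter-Glo luminescence.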
IP6K1 inhibitor – blocks human inositol hexakisphosphate kinase 1; Q92551; IP6K1 kinase, ADP-Glo luminescence, 2 h; hits give low values; activity change, % (series mostly up to about 58 µM); 0.81% of 140,000 active; in the data active = activity change below about -25%
Target sequence (Q92551 whole entry, looked up): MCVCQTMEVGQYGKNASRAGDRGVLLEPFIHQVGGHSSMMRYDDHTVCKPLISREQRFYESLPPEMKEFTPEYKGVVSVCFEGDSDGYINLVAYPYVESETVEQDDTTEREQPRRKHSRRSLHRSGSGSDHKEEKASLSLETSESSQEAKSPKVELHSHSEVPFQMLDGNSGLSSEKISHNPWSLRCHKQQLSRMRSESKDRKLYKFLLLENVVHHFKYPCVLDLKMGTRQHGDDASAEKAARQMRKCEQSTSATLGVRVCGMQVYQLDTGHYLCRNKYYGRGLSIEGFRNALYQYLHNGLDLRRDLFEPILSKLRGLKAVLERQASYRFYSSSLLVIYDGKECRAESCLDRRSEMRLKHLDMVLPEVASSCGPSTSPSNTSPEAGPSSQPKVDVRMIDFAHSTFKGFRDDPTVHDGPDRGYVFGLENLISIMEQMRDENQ
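ADP-Glo luminescence measures ADP made by human IP6K1 during a 2 h RT reaction with ATP/IP6 (mix at 1.3 mM/130 uM); top library doses 57.5 and 19.1 uM final.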
SNCA viab count – counter-screen for SNCA expression inhibitors: cell viability | Potency, µM (doses to about 57.1 µM), for the others: top-dose activity change, negative = cytotoxicity, actives largely listed as cytotoxic | 0.12% of 150,000 active | HEK-293-SNCA-luc viability, GF-AFC fluorescence, 24 h;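 also: potency is read from the fitted curve at half-maximal effect; 0% = DMSO-treated cells and -100% = medium-only wells without cells; nearly all actives have a fitted effect of over 30% in size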
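Cytotoxicity counterscreen: after 24 h compound treatment of genome-edited SNCA-luciferase HEK-293 cells, live-cell protease substrate GF-AFC read by fluorescence after 30 min; activity scaled between DMSO (0%) and medium-only (-100%), curves Hill-fitted.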
HEK cytotox – HEK 293 cell cytotoxicity | Potency, µM (titrated, usually from 115 µM), without a hit: top-dose activity change, negative = cytotoxicity, usual class: inhibitors | HEK 293 viability, ATP luminescence (CellTiter-Glo), 48-72 h | 6.6% of 94,000 active; also: potency is read from the fitted curve at half-maximal effect; nearly all actives have a fitted effect of over 60% in size
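HEK 293 cells seeded at 250 cells/well were exposed to compound for 48 or 72 hr at 37 degree Celsius. Viability taken as ATP content by CellTiter-Glo luminescence.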
* hit, by the source's call; i = inactive; ? = inconclusive; . = no result given; [ ] = another dose, or the depositor's remark. Unless noted, calls follow the shape of the dose curve; as a rule, active = well fitted curve in the direction sought with a large enough effect; inconclusive = small, poorly fitted or top-dose-only effect, or another doubt; inactive = no such curve, though single readings can be large; an effect the other way counts as inactive or inconclusive. Unless noted, % is scaled to controls: 0 for no effect and ±100 for the full control effect. Not all compounds are listed, so the mix of outcomes need not match the whole.

structure | SNCA expr inh | GPT2 inhibitor | Luciferase inh | 3T3 cytotox | IP6K1 inhibitor | SNCA viab count | HEK cytotox
O=C(NC[C@H]1OC[C@@H](NC2CCC(F)(F)CC2)[C@@H]1O)c1ccncc1 | -15%[87.6 µM] | -2%[88.5 µM] | -1%[172 µM] | -1%[174 µM] | 9 | 5%[87.6 µM] | 0%[172 µM]
CCN(CC)CCNC(=O)c1ccc(Cn2c(SCc3ccccc3)nc3cccnc32)cc1 | ? | . | . | . | -12 | ? | .
c1cc(N2CCOCC2)ncc1-c1noc([C@@H]2CCCN2C2CCOCC2)n1 | 42%[activator][87.6 µM] | -2%[88.5 µM] | 6%[172 µM] | -6%[174 µM] | 27 | -2%[87.6 µM] | 1%[172 µM]
COc1cc(=O)n2c(c1C(=O)Nc1cc(F)ccc1Cl)CCCC2 | 4% | i | -1% | i | 9 | -11% | -1%
Cc1ccc(Cl)cc1NC(=O)Cn1nnc2sc3c(c2c1=O)CCC(C(C)(C)C)C3 (stereo not given) | -2% | . | . | . | 11 | 6% | .
O=C(Cn1nc(Cc2ccncc2)c2ccccc2c1=O)Nc1cccc(C(F)(F)F)c1 | -5% | . | . | . | 28 | -2% | .
CCOC(=O)c1c(S(=O)(=O)N2CCCC(C(=O)N3CCN(c4ccccc4)CC3)C2)c(C)n(C)c1C (stereo not given) | ? | . | . | . | 16 | 5% | .
O=C(NC1CCCN(c2cc(-c3ccc(F)cc3)[nH]n2)C1)c1ccc(Br)cc1 (stereo not given) | 1% | i | 3% | ? | 2 | -10% | 40µM*
CS(=O)(=O)c1cccc(CNc2nc(Nc3ccc4c(c3)CCC(=O)N4)ncc2C(F)(F)F)c1 | 7% | -9% | . | . | -4 | ? | .
CNC(=O)c1cccc(-c2cnc3[nH]cc(CC(=O)N(C)C)c3c2)c1 | 52%[activator][87.6 µM] | 3%[88.5 µM] | ? | ? | -2 | -3%[87.6 µM] | ?
COc1ccc(-c2cnc(C)o2)cc1S(=O)(=O)Nc1ccc(C)c(F)c1 | -20% | . | . | . | 5 | ? | .
CCc1cccc(NC(=O)c2ccc3c(=O)n4nc(Nc5ccccc5OC)sc4nc3c2)c1 | ? | . | . | . | -18 | 14% | .
O=C(c1ccc(OC2CCN(C(=O)c3cccc(Cl)c3)CC2)nc1)N1CCOCC1 | ? | ? | 0% | ? | 21 | -5% | -25%
COc1ccc(-c2noc([C@@H]3CCCN3C(=O)Cc3ccccc3Cl)n2)cc1 | 32%[activator] | 0% | -6% | ? | -8 | -15% | ?
Cc1nnc(CCNC(=O)[C@H]2CNC[C@@H](C(=O)N3CCCC3)C2)s1 | -25% | i | 7% | -2% | -8 | 6% | 0%
Cc1ccc2oc(C(=O)N(C)CCc3ccccc3)c(C)c2c1 | 71%[activator] | i | ? | ? | -1 | 7% | ?
Oc1c(C(c2ccc(Cl)cc2)N2CCCC2)sc2nc(-c3ccco3)nn12 (stereo not given) | -6% | . | . | . | 15 | -4% | .
CCNCc1ccc(-c2ccccc2)o1 | -5% | -6% | -5% | i | 8 | 1% | 10%
CCOC(=O)CCNC(=O)N1C[C@@H](Oc2cccnc2)C[C@H]1C(=O)N1CCCC1 | -2% | i | 8% | -13% | 0 | -19% | -29%
Cc1ccc(O)c(NC(=O)C2=CC(c3ccco3)=NS(=O)(=O)N2C)c1 | 36%[activator] | . | . | . | 10 | -8% | .

Sorted by length of the SMILES (highest first): some entries from above.
structure | SNCA expr inh | GPT2 inhibitor | Luciferase inh | 3T3 cytotox | IP6K1 inhibitor | SNCA viab count | HEK cytotox
CCOC(=O)c1c(S(=O)(=O)N2CCCC(C(=O)N3CCN(c4ccccc4)CC3)C2)c(C)n(C)c1C (stereo not given) | ? | . | . | . | 16 | 5% | .
CS(=O)(=O)c1cccc(CNc2nc(Nc3ccc4c(c3)CCC(=O)N4)ncc2C(F)(F)F)c1 | 7% | -9% | . | . | -4 | ? | .
CCOC(=O)CCNC(=O)N1C[C@@H](Oc2cccnc2)C[C@H]1C(=O)N1CCCC1 | -2% | i | 8% | -13% | 0 | -19% | -29%
CCc1cccc(NC(=O)c2ccc3c(=O)n4nc(Nc5ccccc5OC)sc4nc3c2)c1 | ? | . | . | . | -18 | 14% | .
Cc1ccc(Cl)cc1NC(=O)Cn1nnc2sc3c(c2c1=O)CCC(C(C)(C)C)C3 (stereo not given) | -2% | . | . | . | 11 | 6% | .
O=C(Cn1nc(Cc2ccncc2)c2ccccc2c1=O)Nc1cccc(C(F)(F)F)c1 | -5% | . | . | . | 28 | -2% | .
O=C(c1ccc(OC2CCN(C(=O)c3cccc(Cl)c3)CC2)nc1)N1CCOCC1 | ? | ? | 0% | ? | 21 | -5% | -25%
COc1ccc(-c2noc([C@@H]3CCCN3C(=O)Cc3ccccc3Cl)n2)cc1 | 32%[activator] | 0% | -6% | ? | -8 | -15% | ?
Cc1nnc(CCNC(=O)[C@H]2CNC[C@@H](C(=O)N3CCCC3)C2)s1 | -25% | i | 7% | -2% | -8 | 6% | 0%
Cc1ccc(O)c(NC(=O)C2=CC(c3ccco3)=NS(=O)(=O)N2C)c1 | 36%[activator] | . | . | . | 10 | -8% | .
COc1ccc(-c2cnc(C)o2)cc1S(=O)(=O)Nc1ccc(C)c(F)c1 | -20% | . | . | . | 5 | ? | .
COc1cc(=O)n2c(c1C(=O)Nc1cc(F)ccc1Cl)CCCC2 | 4% | i | -1% | i | 9 | -11% | -1%
Cc1ccc2oc(C(=O)N(C)CCc3ccccc3)c(C)c2c1 | 71%[activator] | i | ? | ? | -1 | 7% | ?
CCNCc1ccc(-c2ccccc2)o1 | -5% | -6% | -5% | i | 8 | 1% | 10%

Next part
structure | SNCA expr inh | GPT2 inhibitor | Luciferase inh | 3T3 cytotox | IP6K1 inhibitor | SNCA viab count | HEK cytotox
CN(C)CC(O)c1cc2n(n1)CCCN(C(=O)c1cccn1C1CC1)C2 (stereo not given) | -31% | i | 0% | -4% | 17 | 2% | -4%
COC(=O)C1=C(C)NC(=O)C1(NC(=O)c1ccccc1C)C(F)(F)F (stereo not given) | 7% | . | . | . | 49 | 4% | .
COc1cc(NC(=O)CN(C)S(=O)(=O)c2ccc3[nH]c4c(c3c2)CCCC4)cc(OC)c1OC | -28% | . | . | . | 37 | ? | .
Cc1cccc(C(=O)NNc2ncnc3c2cnn3-c2ccc(C)cc2C)c1 | 64%[activator] | . | . | . | 58 | -7% | .
CCCn1ccc2oc(C)c(C(=O)NCc3ccc(OC)cc3)c2c1=O | 83%[activator] | -26% | -16% | -25% | 4 | 7% | -26%
CCCc1nn2c(=O)cc(COC(=O)c3ccc(NC(=O)c4cccs4)cc3)nc2s1 | -15% | . | . | . | 4 | -18% | .
CCOc1ccccc1C1NC(=O)N(CC(=O)Nc2ccc(C)c(Cl)c2)C2=C1C(=O)OC2 (stereo not given) | -28% | -1% | ? | ? | 0 | -6% | ?
CN(C)C(=O)N1CCC2(CC1)CN(Cc1ccncc1)Cc1ccccc1O2 | ? | 0% | . | i | 1 | 4% | 0%
CCc1ccc(CNC(=O)Cn2nc(C)n3c(cc4cc(C)ccc43)c2=O)cc1 | 2% | . | . | . | 5 | 9% | .
Cc1cccnc1CNC[C@H]1O[C@@H]2C[C@@H](CC(=O)N3CCC(F)(F)C3)O[C@@H]2[C@@H]1O | -25%[87.6 µM] | 4%[88.5 µM] | -1%[172 µM] | -20%[174 µM] | 7 | -5%[87.6 µM] | 1%[172 µM]
O=C(Nc1ccc2c(c1)OCCO2)N1CCCC(c2nc(C3CCOCC3)no2)C1 (stereo not given) | 103%[activator] | 3% | 13µM* | -7% | 9 | -9% | -5%
FC(F)(F)c1ccc(CN2CCC3(CC(c4cccnc4)=NO3)C2)cc1 (stereo not given) | -5% | 4% | . | -17% | -4 | -3% | ?
COc1ccc(S(=O)(=O)NCCc2noc(-c3ccncc3)n2)cc1 | -1% | 0% | 8% | -28% | 28 | -17%[12.5 µM] | ?
O=C1CC2(CCN(C(=O)c3ccccc3F)CC2)CN1C/C=C/c1ccccc1 | -3% | 4% | 2% | ? | 3 | -4% | -23%
O=C(c1ccc(C(F)(F)F)cc1)N1CCCC2(CNc3ncccc3[S+](=O)([O-])N2)C1 (stereo not given) | . | . | . | -16% | 23 | . | -29%
COc1cc2c(cc1CNCC1(O)CNCCOC1)OCCO2 (stereo not given) | -18% | -7% | 10% | 1% | 11 | -4% | 4%
COc1ccc(-c2cc(C)no2)cc1S(=O)(=O)Nc1c(C)cc(C)cc1C | ? | . | . | . | -3 | -25% | .
Cc1cnc(C(=O)NC2C[C@H]3CC[C@@H](C2)N3C(=O)CC(C)C)cn1 (stereo not given in full) | 10% | 4% | 0% | i | 10 | -5% | -1%
CCCc1ccc(S(=O)(=O)N(C)CC2CCOC2)cc1 (stereo not given) | 5% | i | -8% | -27% | -2 | 15% | ?
Cn1ncc(N2CCC(CNC(=O)C3(c4ccccc4)CCCC3)C2)cc1=O (stereo not given) | 3% | -2% | -3% | ? | -3 | -3% | ?

The list goes on:
Codes: A = SNCA expr inh; B = GPT2 inhibitor; C = Luciferase inh; D = 3T3 cytotox; E = IP6K1 inhibitor; F = SNCA viab count; G = HEK cytotox
compound: COc1ccc(CC(=O)N2CCN(c3cc(-c4cccs4)[nH]n3)CC2)cc1OC
  A: -11%	B: i	C: 0%	D: -21%	E: 11	F: 5%	G: -20%
compound: O=C1NCCCc2[nH]c(-c3csc(-c4cnccn4)n3)nc21
  A: -5%	B: i	C: -4%	D: -5%	E: 2	F: -6%	G: -11%
compound: CCOC(=O)c1c(NC(=O)CCCOc2ccc(Cl)cc2)sc2c1CCC2
  A: -14%	B: .	C: .	D: .	E: -8	F: 3%	G: .
compound: COc1cccc(C(=O)Nc2ccc3nc(SCC(=O)N4CCc5ccccc54)sc3c2)c1
  A: 3%	B: .	C: .	D: .	E: -15	F: 7%	G: .
compound: CC(C)Cn1c(=O)c(C(=O)N2CCC(c3ccccc3)CC2)nc2cccnc21
  A: 16%	B: i	C: .	D: ?	E: 1	F: -14%	G: ?
compound: O=C(Nc1ccc(F)cc1)N[C@H]1[C@H](O)[C@@H](Oc2ccccc2)[C@@H]2OC[C@H]1O2
  A: 0%[87.6 µM]	B: 4%[88.5 µM]	C: ?	D: ?	E: 3	F: 7%[87.6 µM]	G: ?
compound: O=C1NCCCCCCN(Cc2ccncc2)[C@@H]2CN(C(=O)C3CCCCC3)CC[C@@H]12
  A: -3%	B: i	C: -12%	D: ?	E: 9	F: 2%	G: 45µM*
compound: COc1ccc(CCC(=O)NCCc2csc(-c3ccc(F)cc3)n2)cc1
  A: -4%	B: .	C: .	D: .	E: -9	F: -2%	G: .
